Tb hexokinase: T. brucei hexokinase 1 inhibition; recombinant TbHK1, G6PDH-coupled NADH A340; inhibition, % at 10 µM; actives 0.11% (n = 220,000);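 active = inhibition of 50% or more in the single-dose primary screen; inactive = inhibition below 50%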
EBV gp42 block: inhibitors of Epstein-Barr virus glycoprotein 42; Q1HVG2; Fluorescence polarization binding assay, mP read-out; inhibition, % (tested at 21.74 µM); actives 0.42% (n = 220,000); AID 1085; in the data active = inhibition above about 50%
Calpain2 inh: calpain II (pig) inhibition. actives 0.37% (n = 220,000). purified calpain II, fluorogenic peptide substrate, 30 min. inhibition, % at 16 µM. AID 1236;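 active = inhibition above about 50%, limit read from the data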
Furin inh: human furin inhibition; P09958; purified furin, fluorogenic substrate cleavage; inhibition, % at 30 µM; actives 0.061% (n = 220,000); AID 463115; in the data active = inhibition above about 25%; note: inactives centre near -15
TRPN1 ag: zebrafish TRPN1 (NompC) channel agonism | HEK293 zebrafish TRPN1-YFP, Fluo-8 calcium fluorescence; 100% = response to 87 µM carbachol | activation, % at 3 µM | actives 0.18% (n = 220,000);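 active = activation above its plate's cutoff, the mean activation of test wells on that plate plus 3 SD, cut at about 19% in these data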;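 note: 0% = DMSO alone and 100% = 87 µM carbachol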
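Assay system: Zebrafish TRPN1-YFP in HEK293 cells | Incubation: Dye loading 1 h at 37 °C, then 30 min room temperature | Measured by: Kinetic Fluo-8 fluorescence, ex 470-495, em 515-575 nm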
PPC-1+TRAIL kill: PPC-1 cancer cell killing with TRAIL present; PPC-1 cells + TRAIL, ATPLite viability luminescence; cell killing (% activity), % at 4 µM; actives 0.41% (n = 220,000); AID 1443;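 active = cell killing above 50% in the first pass at 4 µM, then a duplicate retest at 5 µM averaging 50% or more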;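 note: plate controls were cells with TRAIL plus DMSO for no effect and medium-only wells lacking cells for full effect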
Thrombin inh: blocks human thrombin protease activity; P00734; alpha-thrombin, Boc-VPR-AMC fluorogenic substrate cleavage; inhibition, % at 5 µM; actives 0.26% (n = 220,000); AID 1046;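 active = inhibition at or above 40%; inactive = inhibition below 40%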;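 note: 0% = enzyme with no compound and 100% = wells without enzyme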
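Test system: human alpha-thrombin; medium: pH 7.5 Tris-saline with Tween 20; times: reaction at room temperature; signal: AMC fluorescence at 355 nm excitation and 460 nm emission; also added: Boc-VPR-AMC substrate, 15 µM final; dosing: one concentration per compound, 5 µM, with 0.2% DMSO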
TRPML3 agonist: activates the human TRPML3 channel; HEK293 TRPML3-YFP, Fluo-8 calcium fluorescence; 100% = the carbachol control signal; actives 0.29% (n = 220,000); activation, % at 3 µM; Q8TDD5;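 active = activation above its plate's cutoff, the mean activation of the plate's test wells plus 3 SD, cut at about 12% in these data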;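 note: 0% = DMSO only wells and 100% = carbachol wells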
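Test system: TRPML3-YFP stable HEK293 cells. Doses: single point at 3 µM. Incubation: dye loading 1 h 37 °C then 30 min ambient, 125 s read. Signal: Fluo-8 calcium dye fluorescence, ex 470-495, em 515-575 nm. Measure: percent activation from peak-to-basal fluorescence ratio, scaled between DMSO and carbachol.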
Cl transport mod: modulates chloride dependent transport by human KCC2; B-score of Tl+ flux slope (higher = more flux/activation; lower = inhibition) at 10 µM; KCC2 cells, thallium flux FluoZin-2 fluorescence; actives 2.2% (n = 190,000); Q9H2X9;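 active = thallium flux slope and its plate-corrected score both differing from the plate sample mean at a set confidence after two filtering rounds, in either direction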;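 note: slope of fluorescence scaled to starting intensity during 10 to 20 s after thallium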
Target sequence (Q9H2X9 whole entry, looked up): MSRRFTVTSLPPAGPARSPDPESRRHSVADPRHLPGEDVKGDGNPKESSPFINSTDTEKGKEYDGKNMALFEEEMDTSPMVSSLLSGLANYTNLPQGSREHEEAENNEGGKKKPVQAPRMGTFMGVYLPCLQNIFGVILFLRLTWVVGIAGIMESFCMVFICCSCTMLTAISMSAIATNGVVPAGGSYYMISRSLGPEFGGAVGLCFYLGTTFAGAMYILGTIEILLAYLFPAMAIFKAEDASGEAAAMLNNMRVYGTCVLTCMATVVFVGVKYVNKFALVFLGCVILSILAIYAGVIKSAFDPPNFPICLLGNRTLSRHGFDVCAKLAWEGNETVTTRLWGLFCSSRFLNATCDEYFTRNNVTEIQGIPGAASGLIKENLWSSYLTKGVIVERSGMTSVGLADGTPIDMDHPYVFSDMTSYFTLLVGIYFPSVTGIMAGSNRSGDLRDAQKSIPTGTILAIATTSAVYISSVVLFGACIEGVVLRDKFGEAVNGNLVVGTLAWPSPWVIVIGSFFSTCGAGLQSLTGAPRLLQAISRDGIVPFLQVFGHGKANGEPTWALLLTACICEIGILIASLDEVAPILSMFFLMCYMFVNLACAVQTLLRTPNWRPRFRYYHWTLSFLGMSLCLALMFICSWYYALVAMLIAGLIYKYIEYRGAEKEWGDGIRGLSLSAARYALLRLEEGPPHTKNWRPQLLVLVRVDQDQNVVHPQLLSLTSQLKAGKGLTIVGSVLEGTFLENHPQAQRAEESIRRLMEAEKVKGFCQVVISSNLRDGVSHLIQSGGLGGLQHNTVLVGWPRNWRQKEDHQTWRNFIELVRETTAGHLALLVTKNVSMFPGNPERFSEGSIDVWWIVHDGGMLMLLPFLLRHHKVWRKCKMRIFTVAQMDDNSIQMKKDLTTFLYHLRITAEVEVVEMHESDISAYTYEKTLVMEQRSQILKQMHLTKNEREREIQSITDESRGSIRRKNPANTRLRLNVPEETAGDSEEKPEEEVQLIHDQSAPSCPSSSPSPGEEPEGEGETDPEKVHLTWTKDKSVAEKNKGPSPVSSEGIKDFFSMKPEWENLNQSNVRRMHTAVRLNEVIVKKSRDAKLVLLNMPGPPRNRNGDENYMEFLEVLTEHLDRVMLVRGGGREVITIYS
Starred values were filed as active, the others as inactive; i = inactive; nt = no result given; [ ] = another dose, or the depositor's remark.

Below each compound: Tb hexokinase	EBV gp42 block	Calpain2 inh	Furin inh	TRPN1 ag	PPC-1+TRAIL kill	Thrombin inh	TRPML3 agonist	Cl transport mod
> COC(=O)c1sc(NC(=S)NC(=O)c2ccccc2)nc1C
  -10	-3	18	-17	-0.5	-2	-5	-0.1	35*
> CCN(CC)CCNC(=O)CCCCCn1c(=O)[nH]c2cc(C(=O)OC)ccc2c1=O
  -4	-11	-103	-22[20 µM]	1.7	0	-10	1.1	0.11
> c1ccc(NC2=Nc3cccc4cccc2c34)cc1
  -9	-5	20	-14	-1.4	12	3	0.3	-0.76
> CCOc1ccc(N/C=C\C(=O)c2ccc3c(c2)OCO3)cc1
  -11	-52	-99	2[20 µM]	0.2	nt	5	0.7	1.1
> N#Cc1cc([N+](=O)[O-])ccc1N1CCN(c2ccccc2O)CC1
  -6	11	-32	-22	2.8	9	3	3.0	0.083
> Cc1cccc(Oc2cc([N+](=O)[O-])cc3c2C(=O)Nc2ccccc2O3)c1
  12	-109	6	5	0.0	9	-2	0.6	2
> Cc1c(NC(=O)/C(=C/c2cccs2)c2cccs2)c(=O)n(-c2ccccc2)n1C
  -26	-19	-78	-12	-0.7	-4	-9	-0.3	-0.11
> NC(=O)C1CCC(NC(=O)OCc2ccccc2)CC1 (stereo not drawn)
  -2	3	-35	-26	0.8	-15	0	-0.1	-0.32
> COC(=O)C(O)(CC(=O)Nc1ccc(OC)cc1)C(F)(F)F (stereo not drawn)
  -6	-22	-9	-23[20 µM]	0.0	19	3	-0.5	1.8
> COc1ccc(NC(=O)CCS(=O)(=O)c2ccccc2Cl)cc1S(=O)(=O)Nc1ccc(Cl)cc1
  -6	-15	-41	-16	-1.2	15	-4	0.5	-0.71

Limited to Thrombin inh, Calpain2 inh and Cl transport mod, for some of the entries so far:
| canonical_smiles | Thrombin inh | Calpain2 inh | Cl transport mod |
| --- | --- | --- | --- |
| CCN(CC)CCNC(=O)CCCCCn1c(=O)[nH]c2cc(C(=O)OC)ccc2c1=O | -10 | -103 | 0.11 |
| c1ccc(NC2=Nc3cccc4cccc2c34)cc1 | 3 | 20 | -0.76 |
| CCOc1ccc(N/C=C\C(=O)c2ccc3c(c2)OCO3)cc1 | 5 | -99 | 1.1 |
| N#Cc1cc([N+](=O)[O-])ccc1N1CCN(c2ccccc2O)CC1 | 3 | -32 | 0.083 |

Further entries.
Below each compound: Tb hexokinase	EBV gp42 block	Calpain2 inh	Furin inh	TRPN1 ag	PPC-1+TRAIL kill	Thrombin inh	TRPML3 agonist	Cl transport mod
> O=C(COC(=O)c1ccc(-c2ccccc2)cc1)Nc1ccccc1-c1ccccc1
  15	-8	16	-16	-0.6	8	0	0.2	0.044
> NS(=O)(=O)c1ccc(F)c(C(=O)O)c1
  1	1	-17	-12	0.1	-7	-2	0.2	nt
> COc1ccc([N+](=O)[O-])cc1NC(=O)C(C)Sc1ccc(C)cc1 (stereo not drawn)
  -3	3	21	-1	-0.4	-4	-8	-0.2	0.00082
> COc1ccc(NC(=S)Nc2ccc3nc(C)c(C)nc3c2)cc1
  -20	-7	-102	-13[20 µM]	0.0	-1	-2	0.0	-1.4
> Cc1ccc(S(=O)(=O)N2CCC(C(=O)N3CCC(C(=O)NCC4CCCO4)CC3)CC2)cc1 (stereo not drawn)
  -4	5	-17	3	-0.7	8	2	0.6	nt
> CN(C)CCOCCOc1ccc(Cl)c2ccccc12
  0	-11	-14	-17	1.5	10	1	1.2	-0.025
> COc1cc2c(cc1OC)CN(Cc1cc(=O)n3c(-c4ccccc4)csc3n1)CC2
  -9	-10	-345	-7	1.2	-20	-7	0.5	-0.08
> C[N+]1(C)CC2([N+](=O)[O-])CC=C(Oc3ccccc3)C([N+](=O)[O-])(C2)C1 (stereo not drawn)
  -3	-52	5	-15	1.0	28	-2	0.3	-0.42
> O=C(COc1ccccc1)NC1CCSC1=O (stereo not drawn)
  4	-2	-9	-20	-0.3	6	-3	0.7	0.29
> O=C(O)COc1ccc(S(=O)(=O)NCCc2ccccc2)cc1
  2	3	-18	-21	-0.1	18	-3	0.3	-1.2
> CC(=O)c1ccc(NC(=O)C(C)OC(=O)C(C)Oc2cccc(C)c2)cc1 (stereo not drawn)
  1	-9	31	-19	-0.1	-7	-3	-0.1	0
> c1ccc2sc(N3CCOCC3)nc2c1
  3	-12	0	-10[20 µM]	-0.7	8	1	1.3	0.51
> Cc1c(NC(=O)C(=O)/C=C(\O)c2ccc(Br)cc2)c(=O)n(-c2ccccc2)n1C
  -13	-13	10	-11	-0.1	22	3	-0.7	-0.012
> CCC(CC)C(=O)NCCc1ccc(OC)c(OC)c1
  0	-10	16	-15[20 µM]	2.0	36	-2	1.3	2.8
> CCOc1ccc(NC2OCC(O)C(O)C2O)c([N+](=O)[O-])c1 (stereo not drawn)
  -3	-1	19	-14	0.5	4	-1	0.5	-0.55
> CC(C)[C@H](NC(=O)NCc1ccco1)C(=O)O
  1	-6	20	-23	-0.6	-8	-5	1.0	-0.55
> CC(=O)OCC1=C(C(=O)O)N2C(=O)[C@@H](NC(=O)Cc3cccs3)[C@H]2SC1
  -15	17	-43	-15	1.3	17	-7	1.1	1.5
> Cc1cc(NC(=O)COC(=O)[C@H](Cc2c[nH]c3ccccc23)NC(=O)c2ccc(F)cc2)no1
  0	5	17	-19[20 µM]	-0.5	7	13	-1.1	-2.5
> CC1CN(CCCCN2C(=O)c3ccccc3C2=O)CC(C)O1 (stereo not drawn)
  -4	-38	-12	-24	-0.8	-2	-7	1.9	0.26
> COc1ccc(C(C[N+](=O)[O-])c2c(C)cc3ccccn23)cc1 (stereo not drawn)
  -6	-3	-66	-21	-1.1	16	nt	-0.2	0.37

Pulled one by one from the entries so far:
Below each compound: Tb hexokinase	EBV gp42 block	Calpain2 inh	Furin inh	TRPN1 ag	PPC-1+TRAIL kill	Thrombin inh	TRPML3 agonist	Cl transport mod
> Cc1c(NC(=O)C(=O)/C=C(\O)c2ccc(Br)cc2)c(=O)n(-c2ccccc2)n1C
  -13	-13	10	-11	-0.1	22	3	-0.7	-0.012
> CC(=O)c1ccc(NC(=O)C(C)OC(=O)C(C)Oc2cccc(C)c2)cc1 (stereo not drawn)
  1	-9	31	-19	-0.1	-7	-3	-0.1	0

Next section.
Below each compound: Tb hexokinase	EBV gp42 block	Calpain2 inh	Furin inh	TRPN1 ag	PPC-1+TRAIL kill	Thrombin inh	TRPML3 agonist	Cl transport mod
> Oc1ccc2ccc3[nH]cnc3c2c1
  -2	-3	-11	-17	0.9	10	-3	0.5	1.4
> COC(=O)c1ccc(/C=N/NC(=O)CC(=O)NCc2cccnc2)cc1
  1	-6	14	-20	0.5	-6	-1	0.7	0.35
> O=C(c1cccnc1)N1N=C2CCCCCC2C1(O)C(F)(F)F (stereo not drawn)
  -2	-8	0	-19	-0.7	-18	-2	-0.4	-0.64
> O=C1/C(=C/c2cccs2)SC(=S)N1NS(=O)(=O)c1ccccc1
  22	-8	16	-4	-1.1	-4	-2	0.2	8.8*
> CC(C)C(=O)Nc1cccc(C(=O)Nc2ccc3c(c2)OCO3)c1
  -3	-14	-12	-18	0.2	36	2	0.5	0.53
> CCN(CC)S(=O)(=O)c1ccc(N2CCOCC2)c(NC(=S)NC(=O)c2ccco2)c1
  -5	-3	18	-17	-1.0	0	2	-0.7	nt
> O=C1CC(c2ccccc2)SC(N(c2ccccc2)c2ccccc2)=N1 (stereo not drawn)
  -6	-20	9	-11	0.5	2	1	0.0	-0.44
> Nc1ccc(C(=O)c2cccs2)cc1[N+](=O)[O-]
  -27	6	0	-15	-0.7	-11	3	0.9	-0.054
> O=C(NC1CCCCC1)c1ccc2c(=O)n(CC3CCCO3)c(=O)[nH]c2c1 (stereo not drawn)
  -5	-13	-38	-24	1.9	11	-4	0.0	nt
> Cc1ccc(-c2nnn(CC(=O)N(Cc3ccco3)C(C(=O)NC(C)(C)C)c3cccs3)n2)o1 (stereo not drawn)
  -10	-8	-31	-33[20 µM]	0.4	7	-3	-0.6	0.0048
> CC1CCCCC1NC(=O)COC(=O)c1ccc(S(=O)(=O)NCc2ccco2)cc1 (stereo not drawn)
  -4	-2	-38	-20[20 µM]	4.1	14	-2	1.8	0.86
> Cc1ccc(S(=O)(=O)NNc2nc3ccccc3nc2C(F)(F)F)cc1
  -2	10	-28	-22[20 µM]	0.2	-4	-3	0.5	nt
> COC(=O)N/N=C/c1ccc(-c2cc(Cl)ccc2Cl)o1
  -15	-8	21	0	-0.8	19	-8	-0.1	0.088
> COc1ccc(S(=O)(=O)Nc2ccc3oc4ncccc4c(=O)c3c2)cc1OC
  -1	-10	-21	-14	0.8	-6	-1	0.1	-0.4
> O=c1[nH]c(CN2CCN(C/C=C/c3ccccc3)CC2)nc2cc(Cl)ccc12
  -4	-23	1	-22	3.0	34	-12	0.9	nt
> O=S(=O)(c1cccs1)N1CCc2ccccc21
  4	-11	-25	-13	-1.3	14	0	-0.9	nt
> CC(C)C(=O)Nc1sc2c(c1C#N)CCCCC2
  2	-16	3	-9[20 µM]	-1.5	21	9	0.3	-1.2
> CCOCCn1c(COc2ccc(C)cc2)nc2ccccc21
  0	4	32	-12	-2.5	17	-2	-1.3	-2.4
> CS(=O)(=O)c1ccc(C(=O)NC2CCCCC2)cc1
  -2	-7	-13	-23	1.5	-8	-7	0.7	0.6
> COC(=O)c1ccc(-c2ccc(OC)c([C@H]3[C@H]4C=CC[C@@H](C)[C@@H]4C(=O)N3Cc3ccccc3)c2)cc1
  -4	-2	-9	-20	nt	-5	-6	nt	-0.15
> CCS(=O)(=O)c1ccc2c(c1)NC(=O)C(CCO)O2 (stereo not drawn)
  -6	-7	0	-25	0.3	8	-10	0.8	0.49
> CS(=O)(=O)N1CCN(C2Cc3ccccc3C2)CC1
  -4	1	-35	-6[20 µM]	-0.5	18	-3	-0.4	0.19
> CC1CC(C)CN(c2nc3c(c(=O)n(C)c(=O)n3C)n2CCSc2ncccn2)C1 (stereo not drawn)
  -3	1	2	-27	0.8	39	-8	0.7	nt
> C=CCNC(=O)/C(=C\C=C\c1ccccc1)NC(=O)c1ccc(OCCCC)cc1
  -30	5	3	-9	-1.0	17	-4	0.0	-0.9
> CCOC(=O)/C(=C\c1ccc(OC(F)F)cc1)C1=Nn2c(nnc2-c2ccc(Cl)cc2)SC1
  32	-3	-45	1	0.3	29	1	-0.3	-0.54
> N#Cc1c(N)n(CCOC(=O)c2cccc([N+](=O)[O-])c2)c2nc3ccccc3nc12
  -1	16	-195	-18[20 µM]	0.1	-2	5	0.6	-1.2
> COC(=O)/C(=C/Nc1cccc2ccccc12)[N+](=O)[O-]
  -25	-12	i	-9[20 µM]	-0.8	-2	1	0.9	-0.31
> COc1ccc(-n2c(SCC#N)nnc2-c2ccc(NS(=O)(=O)c3ccc(C)cc3)cc2)cc1
  -4	2	-159	-18	-0.9	8	4	1.1	-1.9
> CCCNC(=O)C1CCN(c2cc(-c3ccccc3)nc3ncnn23)CC1
  -24	0	-8	-8	0.5	nt	-13	0.4	-0.8
> N#CCCN(Cc1ccccc1)C(=S)Nc1ccc(F)cc1
  1	28	13	2	0.3	6	-4	0.1	-0.87
> CN1CCN(c2ccc([N+](=O)[O-])cc2/C=N/NC(=O)c2cccc([N+](=O)[O-])c2)CC1
  -13	0	19	0	-1.9	14	1	0.9	-0.75
> Nc1ccc(-n2ccnc2)cc1
  3	-5	12	-43	0.0	5	3	0.2	0.51
> O=C(Oc1ccc(/C=N/Nc2ccccc2)cc1)c1ccccc1
  -4	13	3	-8[20 µM]	-0.6	12	4	-0.4	0.0075
> CCCn1c(CN(C)Cc2ccccc2)nc2c1c(=O)n(C)c(=O)n2C
  -2	-22	10	-19[20 µM]	5.4	6	1	1.8	0.76
